# From PubChem
# SW480 rereplic = DNA re-replication induction in SW480 cells; Potency, µM (titrated, usually from 46.1 µM), inactives show at the top dose re-replication activation, usual class: activators; hit rate 1.8% among 340,000; SW480 DNA re-replication, Hoechst DNA content imaging, 48 h; AID 624297; note: % of control where 0% means no effect; nearly all actives have a fitted effect of over 55% in size
#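 Cells (250 per well) received 23 nL compound or DMSO by pin tool and were kept 48 hr at 37 C, 5% CO2. Nuclei were then stained with Hoechst for 40 min and scanned for DNA content.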
# GLP1R cytotox = cytotoxicity counter-screen for GLP-1 receptor inverse agonists; HEK293 cAMP-luciferase reporter cells, luminescence, 24 h; Potency, µM (series often up to 38.3 µM), for inactives: top-dose activity change, negative = inhibition, hits mostly inhibitors; hit rate 0.13% among 410,000; AID 624418;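 note: loss of luciferase light is scored as toxicity; % is set by controls: 0 for no effect and ±100 for the full control effect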
#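 Cells in DMEM/10% Nu serum/1% pen-strep, 1536-well format. Pre-incubated 12 h, dosed with 23 nL compound, incubated a further 24 h. Luciferase detection, 12 min at room temp, luminescence.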
# GLP1R ag = GLP-1 receptor (human) agonism; P43220; HEK293 GLP-1R CRE-luciferase, luminescence, 4-6 h; cells express a hypersensitive GLP-1R form; Potency, µM (doses to about 45.6 µM), for the others: top-dose activation, actives largely listed as activators; hit rate 0.007% among 380,000; AID 624172; note: % of control where 0% means no effect
# Target sequence (P43220 whole entry, looked up): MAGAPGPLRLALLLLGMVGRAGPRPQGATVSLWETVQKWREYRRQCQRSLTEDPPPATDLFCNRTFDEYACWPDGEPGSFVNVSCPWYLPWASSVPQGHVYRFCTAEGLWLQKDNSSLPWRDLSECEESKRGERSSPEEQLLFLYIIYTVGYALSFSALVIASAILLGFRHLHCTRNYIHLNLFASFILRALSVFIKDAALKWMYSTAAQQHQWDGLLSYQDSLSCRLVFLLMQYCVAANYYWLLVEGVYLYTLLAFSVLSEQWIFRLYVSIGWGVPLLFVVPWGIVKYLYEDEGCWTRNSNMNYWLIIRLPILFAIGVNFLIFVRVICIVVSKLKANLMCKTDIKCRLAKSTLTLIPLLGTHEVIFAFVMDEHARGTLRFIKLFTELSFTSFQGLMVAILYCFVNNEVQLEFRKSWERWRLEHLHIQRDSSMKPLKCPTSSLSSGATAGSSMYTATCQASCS
# KB-3-1 tox = kills parental KB-3-1 adenocarcinoma cells; KB-3-1 viability, CellTiter-Glo ATP luminescence, 72 h; Potency, µM (series often up to 46.1 µM), for inactives: top-dose activity change, negative = cytotoxic, most hits filed as cytotoxic; hit rate 1.4% among 400,000; AID 1347075; note: % is set by controls: 0 for no effect and ±100 for the full control effect; nearly all actives have a fitted effect of over 60% in size
#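 Cells are dispensed, compounds pinned in, plates held at 37 °C for 72 h, then CellTiter-Glo is added and luminescence read after 10 minutes. Cell line: parental KB-3-1 in phenol-red-free DMEM, 10% FBS.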
# KB-V1 cytotox = kills drug-selected multidrug resistant KB-V1 cells. KB-V1 MDR cells viability, CellTiter-Glo, 72 h. Potency, µM (series often up to 46.1 µM), without a hit: top-dose activity change, negative = cytotoxicity, actives largely listed as cytotoxic. hit rate 3.4% among 400,000. AID 1347076; note: % is set by controls: 0 for no effect and ±100 for the full control effect; nearly all actives have a fitted effect of over 60% in size
#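 Following 72 h at 37 degrees C with compound, KB-V1 cell viability was read by CellTiter-Glo luminescence, medium being phenol-red-free DMEM plus 10% FBS; concentration-response parameters came from normalized, curve-fitted qHTS data.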
# TDP-43 yeast inh = rescues yeast growth from TDP-43 toxicity. AID 652104. hit rate 1.8% among 410,000. TDP-43 expressing yeast growth rescue, BacTiter-Glo, 24 h. Potency, µM (series often up to 46.1 µM), for inactives: at the top dose growth rescue (activation), hits mostly activators; note: % of control where 0% means no effect; nearly all actives have a fitted effect of over 50% in size
#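 Yeast expressing TDP-43 (pregrown in raffinose, seeded at OD600=0.02 in galactose medium) exposed to compounds 24 hr at 30 deg C. Growth read by BacTiter-Glo luminescence; rescue of toxicity appears as increased signal.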
# HT1080-NT tox = kills 2HG-producing HT-1080-NT fibrosarcoma cells; hit rate 1.6% among 360,000; Potency, µM (highest dose often 46.1 µM), without a hit: top-dose activity, negative = less viability, hits mostly cytotoxic; HT-1080-NT fibrosarcoma viability, CellTiter-Glo ATP luminescence, 48 h; AID 686970;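 note: NT is the 2HG producing partner of a matched IDH1 knockdown line; 0% = DMSO-treated cells and -100% = media-only wells without cells; nearly all actives have a fitted effect of over 55% in size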
#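 750 cells/well, RPMI + 5% FBS; 2 h settle, compound pin-transfer, 48 h at 37 degrees C. CellTiter-Glo 10 min RT, luminescence. Normalized to DMSO and media-only wells.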
# HT1080 IDH1KD tx = kills HT-1080 cells with IDH1 knockdown. HT-1080 IDH1 knockdown viability, ATP luminescence, 48 h. Potency, µM (top dose mostly 46.1 µM), for the others: at the highest dose activity, negative = toxicity, actives largely listed as cytotoxic. hit rate 2% among 360,000;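 note: 0% = DMSO wells and -100% = cell-free medium wells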
#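 HT-1080-IDH1KD cells (IDH1 knocked down), 750/well in RPMI with 5% FBS, treated with compound 48 h at 37 degrees C. Viability by CellTiter-Glo luminescence, normalised to DMSO and no-cell wells; concentration-response curves classed.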
# GLP-1R inv ag = acts as inverse agonist at human GLP-1 receptor. P43220. HEK293 GLP-1R CRE-luciferase, luminescence, 24 h; GLP-1R form is constitutively active. Potency, µM (highest dose often 38.3 µM), for the others: at the highest dose activity change, negative = inhibition, usual class: inhibitors. hit rate 1.6% among 410,000; note: % is set by controls: 0 for no effect and ±100 for the full control effect; nearly all actives have a fitted effect of over 55% in size
#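 Seeding at 200 cells/uL, 12 h culture, 24 hr compound treatment, then luciferase reagent and a luminescence read; cells are HEK293 stably expressing a constitutively active GLP-1R plus cAMP-responsive luciferase.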
# * = called active by the depositor; ? = inconclusive; · = no result given; & = joins results of further samples; [ ] = dose if it differs, or a comment. Calls come from the whole dose curve; as a rule, active = well fitted curve in the direction sought with a large enough effect; inconclusive = small, poorly fitted or top-dose-only effect, or another doubt; inactive = no such curve, though single readings can be large; an effect the other way counts as inactive or inconclusive. Potency is the fitted concentration of half-maximal effect. Outcome played no part in choosing rows; 9.4% or so of the library scored in one or more.
canonical_smiles | SW480 rereplic | GLP1R cytotox | GLP1R ag | KB-3-1 tox | KB-V1 cytotox | TDP-43 yeast inh | HT1080-NT tox | HT1080 IDH1KD tx | GLP-1R inv ag
CCCCCCn1c(CN2CCN(CCO)CC2)nc2c1c(=O)n(C)c(=O)n2C | -3% | -2% | -1% | ? | -7% | -1% | -4% | -8% | -4%
CCOC(=O)N1CCN(C(=O)COC(=O)c2ccccc2NCCO)CC1 | -6% | 3% | -4% | 2% | -1% | 9% | 6% | -1% | 13%
O=C(NC1CC1)C1C2C3C4CC5C3C5C4C12 (stereo not given) | -1% | 4% | -1% | -5% | 7% | -5% | 16% | 3% | 5%
O=C(CCC(=O)Nc1ccc(Cl)cc1Cl)N/N=C/c1ccc([N+](=O)[O-])o1 | 4.6µM* | -20% | 11% | ? | ? | 11% | ? | ? | -9%
Cc1cccc(C)c1NC(=O)CN1CCN(C(=O)CNC(=O)Cc2cccc3ccccc23)CC1 | · | 0% | 3% | 6% | -5% | -4% | -16% | 3% | ?
O=C(COC(=O)c1ccccc1[N+](=O)[O-])NNC(=O)c1cccs1 | -5% | 25% | -8% | -20% | 1% | 17% | 0% | 17% | 8%
CC(C)C(=O)Nc1nnc(S(=O)(=O)N2CCc3ccccc32)s1 | -7% | -6%&2% | -2% | 2%&-6% | 10%&14% | 19%&26% | -8% | -1% | -11%&-2%
O=C1NC(=O)c2cc(Br)cc3cccc1c23 | 8% | 5% | -1% | 0% | ? | 12% | 9% | ? | 15%
CCOC(=O)c1c(C)[nH]c(C(=O)CN(C)CC(=O)Nc2ccccc2Cl)c1C | -3% | -4% | 8% | -3% | -15% | -3% | -7% | -9% | -15%
CCCCOCCCNC(=O)C[C@@H]1C[C@@]2(C(=O)OCC)CCCC=C2N(CCC2=CCCCC2)C1=O | · | -11% | · | -7% | ? | 0% | 16µM* | ? | ?
O=C(O)c1cc(=O)[nH]c2ccccc12 | -11% | 2% | -3% | 0% | 6% | 1% | 10% | 12% | -10%
Cc1cccc(C(CC(=O)O)NC(=O)C(F)(F)F)c1 (stereo not given) | -2% | 2%[7.66 µM] | 0% | 1% | 16% | 1%[9.22 µM] | 4% | 16% | -11%[7.66 µM]
COC(=O)c1c(NC(=O)C2CC2)sc2c1CCN(C(C)=O)C2 | 0% | 0% | -3% | 1% | -4% | 0% | 0% | 5% | 48%[activator]
Cc1c(NC(=O)c2ccc(OC(C)C)cc2)cccc1-c1nc2ncccc2o1 | · | -5% | · | -16% | 1% | ? | · | · | 13%
Cc1ccc(C)c(NC(=O)C2CCCN(c3nc4ccccc4s3)C2)c1 (stereo not given) | · | 1% | · | 7% | -5% | 17% | · | · | 16%
CC(=O)N(c1nc(CCl)cs1)c1cccc(C)c1C | -12% | -10% | -3% | -3% | -16% | 6% | ? | 1% | -21%
COc1ccc(/C=C/C(=O)OCc2csc(-c3ccccc3)n2)cc1OC | -7% | 0% | ? | 7% | 19% | 17% | -9% | -9% | ?
CCOc1ncccc1C(=O)Nc1ccc(S(=O)(=O)Nc2cc(C)nc(C)n2)cc1 | -8% | -1% | 15% | 4% | 0% | 6% | 11% | 7% | 98%[activator]
Cc1ccc(OC(=O)CSc2nnc(-c3cccs3)o2)cc1 | · | 1% | · | 12% | -1% | 14% | · | · | 7%
COc1ccccc1NC(=O)CSc1nc(O)c(Cc2ccccc2)c(=O)[nH]1 | -1% | ? | -3% | 2% | -1% | -15% | 5% | 6%[9.24 µM] | 7%
COc1ccc2nc(-c3ccccc3)[nH]c2c1 | 11% | -24% | 1% | -4% | 0% | 18% | -14% | -24% | 0%
Cc1ccc(OCc2n[nH]c(=S)n2N)cc1C | -2% | 2%[0.307 µM] | -4% | -12% | 8% | -5% | 2% | 7% | 10%[0.307 µM]
CCc1ccc(CNC(=O)C2CCN(c3nnc(C)c4c(C)n(-c5ccc(C)cc5)nc34)CC2)cc1 | ? | ? | 9% | 0%&-24% | 0%&8% | -15%&11% | 13µM* | 15µM* | 0%&-2%
COC(=O)C(/C=N/OCc1ccc([N+](=O)[O-])cc1)NC(=O)c1cccc(Cl)c1 (stereo not given) | -4% | 3% | 9% | 4% | 19% | 11% | -2% | 2% | 7%
Cc1cc(C(=O)N/N=C/c2ccc([N+](=O)[O-])o2)c(C)o1 | ? | -6% | -1% | -19% | -27% | 19% | ? | -22% | 8%
COc1ccc(/C=C/C(=O)NC(=S)N2CCN(C)CC2)cc1 | -3% | 0%[7.66 µM] | 7% | -1% | -15% | -14%[9.22 µM] | -2% | 20% | 24%[7.66 µM]
C=CCNC(=O)N1CCC(c2nc3ccccc3s2)CC1 | -2% | -3% | 11% | -11% | ? | 5% | 5% | 3% | -2%
O=C(c1cnn(-c2ccc(F)cc2)c1-n1cccc1)N1CCN(c2ccccc2)CC1 | · | -5% | 8% | ? | 23µM* | 14µM* | · | · | -6%
CCCN(CC(=O)Nc1ccccc1OC)C(=O)c1ccc(S(=O)(=O)Nc2ccccc2OC)cc1 | -5% | -24% | 5% | 6% | ? | 7% | 1% | -10% | -27%
O=C(CNC(=O)CNC(=O)c1ccc(Cl)cc1Cl)NCc1cccc(Cl)c1 | -3% | ? | 13% | 3% | 19% | 14% | -12% | -14% | -24%
CCOC(=O)Cc1csc(NC(=O)/C=C\c2ccccc2)n1 | -1% | 9% | 3% | -5% | ? | -8% | -19% | -22% | -22%
COC(=O)c1cccc(N2C(=O)C3C4C=CC(CC4)C3C2=O)c1 (stereo not given) | -40% | 1% | -6% | 3% | -10% | 21% | -4% | 7% | 3%
CC1C(=O)N2CCCc3cc(S(=O)(=O)NCc4ccccc4Cl)cc1c32 (stereo not given) | -4% | -5% | 0% | 10% | 10% | 5% | 1% | -1% | 16%
C[C@@H]1CN([C@H](C)CO)S(=O)(=O)c2ccc(Br)cc2O[C@H]1CN(C)C(=O)Nc1cccc(F)c1 | · | -13% | -1% | 20% | ? | 9% | 8% | -5% | ?
C/C(=N\N1C(=O)c2ccccc2NC1c1ccccc1)c1ccccc1O (stereo not given) | ? | ? | 7% | -2% | -6% | -11% | -10% | -13% | ?
CN(Cc1ccccc1)Cc1nc2c(c(=O)n(C)c(=O)n2C)n1Cc1ccccc1Cl | -7% | 5% | 0% | 3% | 9.2µM* | -21% | -25% | -1% | -7%
COc1ccc(CNC(=O)C(c2ccco2)N(C(=O)c2csnn2)c2cccc(C)c2C)cc1 (stereo not given) | -8% | -10% | -4% | -6% | -6% | -4% | -1% | -1% | ?
CC(C)Oc1ccc(Nc2ncnc3ccccc23)cc1 | 7% | -2% | 4% | 8% | ? | -23% | -2% | 2% | ?
Cc1cccc(OCC(O)CN2CCN(c3ccccn3)CC2)c1C (stereo not given) | ? | -14% | -4% | -1% | -4% | 1% | -7% | -4% | ?
CCOc1ccc(C(=O)n2cc(C(=O)OC)c3ccccc32)cc1OCC | -6% | -6% | -3% | 9% | 21% | 14% | 6% | 2% | -21%
C/C(=C\CNc1ncnc2nc[nH]c12)CO | 4% | -6% | 4% | 0% | 0% | -20% | -1% | -3% | 1%
NCc1ccccc1CS(=O)(=O)N1CCOCC1 | -3% | -13% | 0% | -6% | -11% | 0% | -1% | 9% | 16%
Cc1cc(-c2nnc(-c3cccc(C(F)(F)F)c3)o2)no1 | -7% | 3% | 6% | 8% | -1% | ? | 12% | 22% | 35%[activator]
O=C(O)CN1C(=O)CSC1=S | 1% | -9% | -1% | 4% | 6% | 3% | 0% | 2% | -15%
CCOc1ccc(Cn2nnc(C(=O)Nc3cc(C)cc(C)c3)c2N)cc1 | 5% | -1% | -4% | -17% | -17% | -12% | -8% | -9% | 7%
Cc1cc2c(ncn2Cc2ccccc2)c([N+](=O)[O-])c1C | -6% | -11% | 15% | 2% | ? | 18% | 3% | 1% | 0%
CC(C)n1c(SC2C(=O)CC(C)(C)CC2=O)nc2c1c(=O)n(C)c(=O)n2C | -15% | 3% | 4% | -9% | 12% | -4% | 2% | 4% | -3%

# Shown field by field: part of the list above.
structure: NCc1ccccc1CS(=O)(=O)N1CCOCC1
  SW480 rereplic: -3%; GLP1R cytotox: -13%; GLP1R ag: 0%; KB-3-1 tox: -6%; KB-V1 cytotox: -11%; TDP-43 yeast inh: 0%; HT1080-NT tox: -1%; HT1080 IDH1KD tx: 9%; GLP-1R inv ag: 16%

structure: Cc1cc2c(ncn2Cc2ccccc2)c([N+](=O)[O-])c1C
  SW480 rereplic: -6%; GLP1R cytotox: -11%; GLP1R ag: 15%; KB-3-1 tox: 2%; KB-V1 cytotox: ?; TDP-43 yeast inh: 18%; HT1080-NT tox: 3%; HT1080 IDH1KD tx: 1%; GLP-1R inv ag: 0%

structure: CC(C)n1c(SC2C(=O)CC(C)(C)CC2=O)nc2c1c(=O)n(C)c(=O)n2C
  SW480 rereplic: -15%; GLP1R cytotox: 3%; GLP1R ag: 4%; KB-3-1 tox: -9%; KB-V1 cytotox: 12%; TDP-43 yeast inh: -4%; HT1080-NT tox: 2%; HT1080 IDH1KD tx: 4%; GLP-1R inv ag: -3%

structure: C/C(=C\CNc1ncnc2nc[nH]c12)CO
  SW480 rereplic: 4%; GLP1R cytotox: -6%; GLP1R ag: 4%; KB-3-1 tox: 0%; KB-V1 cytotox: 0%; TDP-43 yeast inh: -20%; HT1080-NT tox: -1%; HT1080 IDH1KD tx: -3%; GLP-1R inv ag: 1%
